ABHD5 PLIN5 PPI – inhibitors of human ABHD5-perilipin-5 interaction | hit rate 0.78% among 360,000 | inhibition, % at 4 µM | Split G. princeps luciferase complementation, luminescence, 4 h;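 active = inhibition above the mean inhibition across every tested compound plus 3 SD, cut at about 22% in these data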;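 also: 0% = DMSO only wells and the 100% control is not disclosed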
MC4R ag barr – human MC4R agonism via beta-arrestin; AID 540308; U2OS MC4R beta-arrestin complementation, luminescence; percent of melanotan II response, DMSO zero; activation, % at 8.9 µM; hit rate 0.98% among 360,000;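 active = activation above a per-plate cutoff, the mean activation of sample wells on that plate plus 3 SD, cut at about 8% in these data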
ABCB6 inh MLPCN – blocks the human ABCB6 transporter; Q9NP58; K562-ABCB6 porphyrin accumulation, flow cytometry, 1 h; active compounds read low; fluorescence ratio to DMSO, % at 10 µM; hit rate 0.19% among 360,000; AID 602162;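 active = fluorescence ratio to DMSO below 75%, the collection mean minus 3 SD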;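 also: signal is porphyrin accumulated inside mitochondria; 100% equals median channel fluorescence of DMSO control wells; lower ratio means ABCB6 inhibition with less porphyrin fluorescence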
Target sequence (Q9NP58 whole entry, looked up): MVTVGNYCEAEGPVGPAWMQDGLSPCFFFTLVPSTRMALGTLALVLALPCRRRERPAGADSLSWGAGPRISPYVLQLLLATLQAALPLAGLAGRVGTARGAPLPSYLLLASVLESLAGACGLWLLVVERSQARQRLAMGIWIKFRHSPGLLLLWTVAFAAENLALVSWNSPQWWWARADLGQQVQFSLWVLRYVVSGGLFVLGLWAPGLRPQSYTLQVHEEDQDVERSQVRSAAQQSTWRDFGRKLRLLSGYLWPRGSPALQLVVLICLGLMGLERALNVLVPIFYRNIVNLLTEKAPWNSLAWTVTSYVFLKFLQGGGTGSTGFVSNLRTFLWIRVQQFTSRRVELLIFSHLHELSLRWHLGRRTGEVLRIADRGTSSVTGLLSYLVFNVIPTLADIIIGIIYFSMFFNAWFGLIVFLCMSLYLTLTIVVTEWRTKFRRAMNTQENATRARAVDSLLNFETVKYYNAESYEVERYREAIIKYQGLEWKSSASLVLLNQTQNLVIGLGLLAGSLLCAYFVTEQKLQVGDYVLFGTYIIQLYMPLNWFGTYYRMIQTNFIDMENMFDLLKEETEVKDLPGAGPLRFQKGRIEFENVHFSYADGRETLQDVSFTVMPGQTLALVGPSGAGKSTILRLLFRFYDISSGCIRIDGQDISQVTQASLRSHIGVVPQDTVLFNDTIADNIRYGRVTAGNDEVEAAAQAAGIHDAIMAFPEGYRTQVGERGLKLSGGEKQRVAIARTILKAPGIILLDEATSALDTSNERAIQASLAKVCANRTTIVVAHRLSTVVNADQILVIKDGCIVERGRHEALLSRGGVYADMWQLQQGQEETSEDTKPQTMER
NOD2-RIPK2 inh – blocks binding of human NOD2 to RIPK2 | hit rate 0.38% among 360,000 | AID 624267 | O43353 | inhibition, % at 4.98 µM | CHO BLA complementation NOD2-RIPK2, CCF4 ratio; in the data active = inhibition above about 21%;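 also: 0% = vehicle only and 100% = reference blocker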
SRC2 inh – human SRC2 (NCOA2) inhibition; Q15596; HEK293 GAL4-SRC2 luciferase reporter, luminescence; inhibition, % at 9 µM; hit rate 0.17% among 370,000; AID 651957;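 active = inhibition above the mean inhibition of all tested compounds plus 3 SD, set per campaign, cut at about 52% in these data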;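 also: 0% = DMSO treated cells and 100% = cells given Gossypol at 36 µM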
m5-HT2A agonist – agonists of mouse serotonin 5-HT2A receptor (HTR2A). hit rate 0.66% among 360,000. P35363. activation, % at 7.6 µM. CHO-K1 mHTR2A beta-arrestin complementation, luminescence; percent of 30 µM serotonin response. AID 624169;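 active = activation above a run cutoff, the mean activation of all tested compounds plus 3 SD, cut at about 14% in these data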;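 also: 0% = plate median of compound wells and 100% = 30 µM serotonin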
N-glyco inh – blocks N-linked glycosylation in D54 reporter cells. D54 ERlucT glycosylation luciferase reporter, 24 h; percent of 100 nM tunicamycin response. reporter increase, % at 12.5 µM. hit rate 0.23% among 360,000. AID 588692;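 active = mean luciferase reporter signal, scaled so untreated is 0 and the glycosylation-blocking control 100, at or above a set limit in every replicate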;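 also: luciferase carries N-glycosylation sites so blocking glycosylation raises the light; 0% = median of neutral control wells and 100% = median of 100 nM tunicamycin wells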
Cardio protect – modulators protecting cardiomyocytes from myocardial damage; AID 588492; H9c2 cardiomyocytes, H2O2 injury protection, ATPLite, 2 h; protection from H2O2 cell death, % at 20 µM; hit rate 0.63% among 360,000;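 active = compounds giving at least 50% protection of heart cells from peroxide-induced death in the single-dose screen, raw or plate-pattern-corrected value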;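 also: 0% = DMSO wells with peroxide and 100% = DMSO wells without peroxide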
MC4R antag cAMP – antagonists of human melanocortin 4 receptor (MC4R); AID 540295; MC4R-expressing cells, MTII-stimulated cAMP, LANCE TR-FRET; P32245; hit rate 0.48% among 360,000; inhibition, % at 6.5 µM;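 active = inhibition above its plate's cutoff, the mean of tested wells on that plate plus 3 SD, cut at about 29% in these data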;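 also: 0% = Melanotan II alone and 100% = Melanotan II plus saturating MCL0020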
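system = U2OS cells with stable human MC4R expression | also added = Melanotan II challenge after compound preincubation | dosing = one concentration, 6.5 µM nominal | incubation = compound 30 min, challenge 1 h, detection 1 h | measured by = TR-FRET with Eu-cAMP and labeled anti-cAMP, 671 nm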
TLR9-MyD88 block – inhibitors of human TLR9-MyD88 binding; CHO BLA complementation TLR9-MyD88, CCF4 FRET ratio; inhibition, % at 4.98 µM; hit rate 0.21% among 340,000; AID 504734;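 active = inhibition above the mean over all tested compounds plus 3 SD, cut at about 21% in these data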;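 also: 0% = DMSO only wells and 100% = clavulanate BLA inhibitor control wells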
* hit, by the source's call. This is a subset; rates above refer to the full screens.

For CC(=O)Nc1sc2c(c1C(N)=O)CCC2 the results were ABHD5 PLIN5 PPI -3, MC4R ag barr -1.2, ABCB6 inh MLPCN 94, NOD2-RIPK2 inh -8, SRC2 inh 4, m5-HT2A agonist 4, N-glyco inh 0, Cardio protect -6, MC4R antag cAMP -3 and TLR9-MyD88 block -7.
Cc1cccc(C(=O)NCC(=O)NNC(=O)c2ccccc2O)c1 was read as ABHD5 PLIN5 PPI 1, MC4R ag barr -2.1, ABCB6 inh MLPCN 100, NOD2-RIPK2 inh 6, SRC2 inh -17, m5-HT2A agonist -5, N-glyco inh 4, Cardio protect 8, MC4R antag cAMP 4 and TLR9-MyD88 block -8.
CCCCn1nnnc1SCC(=O)c1ccccc1F was read as ABHD5 PLIN5 PPI -3, MC4R ag barr -1.3, ABCB6 inh MLPCN 102, NOD2-RIPK2 inh -3, SRC2 inh -35, m5-HT2A agonist -4, N-glyco inh 0, Cardio protect 5, MC4R antag cAMP -2 and TLR9-MyD88 block 2.
CCNC(=O)C1CCCN(C(=O)c2ccc(OC)c(OC)c2)CC1 (centres undefined) was read as ABHD5 PLIN5 PPI -6, MC4R ag barr 2.6, ABCB6 inh MLPCN 98, NOD2-RIPK2 inh -10, SRC2 inh -11, m5-HT2A agonist 0, N-glyco inh 3, Cardio protect -1 and MC4R antag cAMP 7.
CCCOc1ccc(N2C(=O)CC(SCc3nc4ccccc4[nH]3)C2=O)cc1 (centres undefined) was read as ABHD5 PLIN5 PPI -5, MC4R ag barr -3.1, ABCB6 inh MLPCN 98, NOD2-RIPK2 inh 3, SRC2 inh -11, m5-HT2A agonist 1, N-glyco inh 1, Cardio protect -5, MC4R antag cAMP 14 and TLR9-MyD88 block 4.
Screening CCCOC(=O)C1=C(C)NC2=C(C(=O)C(C(=O)OC)C(C)C2)C1c1ccc(N(CC)CC)cc1 (centres undefined) returned ABHD5 PLIN5 PPI -2, MC4R ag barr 3.2, ABCB6 inh MLPCN 103, NOD2-RIPK2 inh 3, SRC2 inh -1, m5-HT2A agonist -7, N-glyco inh -2, Cardio protect -3, MC4R antag cAMP 0 and TLR9-MyD88 block -13.
`COC(CNC(=O)C1CCC(CNS(=O)(=O)c2c(C)cc(C)cc2C)CC1)OC` (centres undefined) gave ABHD5 PLIN5 PPI -3, MC4R ag barr -0.4, ABCB6 inh MLPCN 88, NOD2-RIPK2 inh -1, SRC2 inh -6, m5-HT2A agonist 3, N-glyco inh -1, Cardio protect 3, MC4R antag cAMP 0 and TLR9-MyD88 block -2.
COc1cc(/C=C/C(=O)OCC(=O)NC(=O)NC2CCCCC2C)ccc1OC(F)F (centres undefined) was read as ABHD5 PLIN5 PPI 3, MC4R ag barr 6.5, ABCB6 inh MLPCN 97, NOD2-RIPK2 inh 4, SRC2 inh -4, m5-HT2A agonist 0, N-glyco inh -1, Cardio protect -10, MC4R antag cAMP 3 and TLR9-MyD88 block -2.
Screening CC(C)(C)c1ccc(-c2cc(C(=O)NNC(=O)Nc3ccccc3)c3ccccc3n2)cc1 returned ABHD5 PLIN5 PPI -8, MC4R ag barr 1.2, ABCB6 inh MLPCN 108, NOD2-RIPK2 inh 10, SRC2 inh -54, m5-HT2A agonist 3, N-glyco inh -6, Cardio protect -34, MC4R antag cAMP 2 and TLR9-MyD88 block 3.
`CCc1ccc2ncc(C(=O)c3ccccc3)c(N3CCOCC3)c2c1` gave ABHD5 PLIN5 PPI -4, MC4R ag barr 0.1, ABCB6 inh MLPCN 100, NOD2-RIPK2 inh -6, m5-HT2A agonist -5, N-glyco inh -2, Cardio protect -3, MC4R antag cAMP 15 and TLR9-MyD88 block -1.

The last 3 records of the section before open the next one:
COc1cc(/C=C/C(=O)OCC(=O)NC(=O)NC2CCCCC2C)ccc1OC(F)F (centres undefined) was read as ABHD5 PLIN5 PPI 3, MC4R ag barr 6.5, ABCB6 inh MLPCN 97, NOD2-RIPK2 inh 4, SRC2 inh -4, m5-HT2A agonist 0, N-glyco inh -1, Cardio protect -10, MC4R antag cAMP 3 and TLR9-MyD88 block -2.
Screening CC(C)(C)c1ccc(-c2cc(C(=O)NNC(=O)Nc3ccccc3)c3ccccc3n2)cc1 returned ABHD5 PLIN5 PPI -8, MC4R ag barr 1.2, ABCB6 inh MLPCN 108, NOD2-RIPK2 inh 10, SRC2 inh -54, m5-HT2A agonist 3, N-glyco inh -6, Cardio protect -34, MC4R antag cAMP 2 and TLR9-MyD88 block 3.
`CCc1ccc2ncc(C(=O)c3ccccc3)c(N3CCOCC3)c2c1` gave ABHD5 PLIN5 PPI -4, MC4R ag barr 0.1, ABCB6 inh MLPCN 100, NOD2-RIPK2 inh -6, m5-HT2A agonist -5, N-glyco inh -2, Cardio protect -3, MC4R antag cAMP 15 and TLR9-MyD88 block -1.
Screening CCOC(=O)N1CCC(NC(=O)c2cc(C(=O)Nc3ccc(S(=O)(=O)N4CCOCC4)cc3)ccc2CO)CC1 returned ABHD5 PLIN5 PPI -3, MC4R ag barr -0.1, ABCB6 inh MLPCN 97, NOD2-RIPK2 inh -10, SRC2 inh -24, m5-HT2A agonist 3, N-glyco inh 0, Cardio protect 2, MC4R antag cAMP -2 and TLR9-MyD88 block -14.
CC(=O)C12OC1CC1C3CCC4=CC(=O)CCC4(C)C3CCC12C (centres undefined) was read as ABHD5 PLIN5 PPI 10, MC4R ag barr 0.5, ABCB6 inh MLPCN 91, NOD2-RIPK2 inh -2, SRC2 inh 7, m5-HT2A agonist 16*, N-glyco inh -3, Cardio protect -9, MC4R antag cAMP -7 and TLR9-MyD88 block -1.
For CCOC(=O)C1=CCN(S(=O)(=O)c2ccc(Cl)cc2)C1c1ccc(C)cc1 (centres undefined) the results were ABHD5 PLIN5 PPI 1, ABCB6 inh MLPCN 90, NOD2-RIPK2 inh -8, SRC2 inh 9, m5-HT2A agonist -3, N-glyco inh -2 and Cardio protect -2.
For COc1cccc(C(=O)c2cc3cc(Cl)ccc3[nH]2)c1 the results were ABHD5 PLIN5 PPI -9, MC4R ag barr 7.8, ABCB6 inh MLPCN 102, NOD2-RIPK2 inh 4, SRC2 inh -25, m5-HT2A agonist 5, N-glyco inh 12, Cardio protect -8, MC4R antag cAMP 7 and TLR9-MyD88 block 1.
For CCN(CC)c1cc(C)c2cc(NC(=O)c3ccccc3OC)ccc2n1 the results were ABHD5 PLIN5 PPI 0, MC4R ag barr -1.7, ABCB6 inh MLPCN 112, NOD2-RIPK2 inh 5, SRC2 inh -27, m5-HT2A agonist -3, N-glyco inh 19, Cardio protect 8, MC4R antag cAMP -3 and TLR9-MyD88 block -4.
`Cc1nn(-c2ccccc2)c(C)c1/C=N/NC(=O)c1cc(O)cc(O)c1` gave ABHD5 PLIN5 PPI 0, MC4R ag barr -4.2, ABCB6 inh MLPCN 90, NOD2-RIPK2 inh -8, SRC2 inh -4, m5-HT2A agonist -7, N-glyco inh -2, Cardio protect 15, MC4R antag cAMP 3 and TLR9-MyD88 block 4.
For Cc1cc(C(=O)NNS(=O)(=O)c2cc(C(=O)O)ccc2Cl)c(C)n1-c1ccccc1 the results were ABHD5 PLIN5 PPI 7, MC4R ag barr -2.2, ABCB6 inh MLPCN 98, NOD2-RIPK2 inh 1, SRC2 inh 40, m5-HT2A agonist 1, N-glyco inh -4, Cardio protect 1, MC4R antag cAMP 5 and TLR9-MyD88 block -2.
Screening COc1cccc(CNC(=O)C2CCC(CNS(=O)(=O)c3cccc4nsnc34)CC2)c1 (centres undefined) returned ABHD5 PLIN5 PPI -3, MC4R ag barr 0.0, ABCB6 inh MLPCN 103, NOD2-RIPK2 inh 0, SRC2 inh -3, m5-HT2A agonist -5, N-glyco inh -2, Cardio protect 8, MC4R antag cAMP 0 and TLR9-MyD88 block 9.
For O=C(COC(=O)CNC(=O)C1CCCCC1)NCc1ccccc1 the results were ABHD5 PLIN5 PPI -11, MC4R ag barr -0.4, ABCB6 inh MLPCN 99, NOD2-RIPK2 inh -2, SRC2 inh -25, m5-HT2A agonist 5, N-glyco inh 0, Cardio protect 12, MC4R antag cAMP 1 and TLR9-MyD88 block -8.
Screening CC(=O)Nc1ccc(S(=O)(=O)N2CCc3ccccc3C2)cc1 returned ABHD5 PLIN5 PPI 4, MC4R ag barr -0.1, ABCB6 inh MLPCN 99, NOD2-RIPK2 inh -5, SRC2 inh 2, m5-HT2A agonist -7, N-glyco inh -1, Cardio protect -4, MC4R antag cAMP -3 and TLR9-MyD88 block -5.
Screening CC(C)C(=O)Nc1c(O)c2ccccc2[nH]c1=O returned ABHD5 PLIN5 PPI -9, MC4R ag barr -2.5, ABCB6 inh MLPCN 105, NOD2-RIPK2 inh -10, SRC2 inh 0, m5-HT2A agonist -2, N-glyco inh 3, Cardio protect -4, MC4R antag cAMP 2 and TLR9-MyD88 block -14.
CC1CCC2(CC1)OCC1(CCC3(COC4(CCC(C)CC4)OC3)C1=O)CO2 (centres undefined) was read as ABHD5 PLIN5 PPI -1, MC4R ag barr 9.2*, ABCB6 inh MLPCN 99, NOD2-RIPK2 inh 1, SRC2 inh -11, m5-HT2A agonist 6, N-glyco inh -2, Cardio protect -14, MC4R antag cAMP 1 and TLR9-MyD88 block 3.
Screening COC(=O)[C@@]12C[C@@H](CC(=O)N3CCOCC3)C(=O)N(Cc3ccccc3)C1=CCC(C)(C)C2 returned ABHD5 PLIN5 PPI 1, NOD2-RIPK2 inh -1, SRC2 inh -10 and m5-HT2A agonist 3.
O=C(Cn1c(NCCCO)nc2ccccc21)c1ccc([N+](=O)[O-])cc1 was read as ABHD5 PLIN5 PPI -6, MC4R ag barr -1.4, ABCB6 inh MLPCN 97, NOD2-RIPK2 inh 0, SRC2 inh 1, m5-HT2A agonist -2, N-glyco inh 9, Cardio protect -1, MC4R antag cAMP 20 and TLR9-MyD88 block -20.
For O=C(NC1CCCc2ccccc21)C1CCN(C(=O)c2sccc2-n2cccc2)CC1 (centres undefined) the results were ABHD5 PLIN5 PPI -3, MC4R ag barr 0.1, ABCB6 inh MLPCN 93, NOD2-RIPK2 inh -12, SRC2 inh -4, m5-HT2A agonist 1, N-glyco inh -2, Cardio protect 9, MC4R antag cAMP -4 and TLR9-MyD88 block 3.
CN(C)c1ccc(/C=C(/C#N)C(=O)Nc2nc3c(s2)CCN(Cc2ccccc2)C3)cc1 was read as ABHD5 PLIN5 PPI 6, MC4R ag barr -1.9, ABCB6 inh MLPCN 553, NOD2-RIPK2 inh 0, SRC2 inh -2, m5-HT2A agonist -3, N-glyco inh -7, Cardio protect 2, MC4R antag cAMP 11 and TLR9-MyD88 block 7.
Screening Cn1cnnc1Sc1ccc(/C=C(\CCC(=O)O)c2nc3ccccc3s2)cc1[N+](=O)[O-] returned ABHD5 PLIN5 PPI -4, MC4R ag barr 2.3, ABCB6 inh MLPCN 105, NOD2-RIPK2 inh -2, SRC2 inh 14, m5-HT2A agonist 0, N-glyco inh 0, Cardio protect -4, MC4R antag cAMP 0 and TLR9-MyD88 block 2.

Screens deposited in PubChem by several laboratories.
